# PP5 inh: inhibitors of human protein phosphatase 5 (PP5) | purified PP5c, OMFP substrate fluorescence | hit rate 0.18% among 320,000 | inhibition, % at 6.7 µM | AID 1987 | P53041;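 active = inhibition above the campaign's mean inhibition across all tested compounds plus 3 SD, cut at about 9.5% in these data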;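 note: 0% = DMSO only and 100% = 100 µM cantharidin control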
# Efflux pump inh: antifungal efflux pump inhibition, Nile Red retention. S. cerevisiae Candida pump triplex. inhibition, % at 10 µM. hit rate 0.44% among 330,000. AID 485275;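 active = plate passing quality check with inhibition over a set limit, or well fluorescence over plate mean plus 4 SD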;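 note: Nile Red retained in pooled yeast measured as flow cytometry median fluorescence; 0% = buffer negative control and 100% = Enniatin B positive control; higher means more Nile Red kept so more efflux inhibition; some compounds called inactive have numbers as strong as hits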
# LYPLA2 inh: LYPLA2 (human) inhibition in PME1 counter-screen. recombinant LYPLA2, FP-Rh probe fluorescence polarization. inhibition, % at 5.9 µM. hit rate 0.38% among 320,000;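 active = inhibition above the screen-wide mean plus 3 SD, limit set per campaign, cut at about 26% in these data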;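 note: 0% = LYPLA2 with DMSO and 100% = wells lacking LYPLA2 enzyme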
# Target sequence (O95372 whole entry, looked up): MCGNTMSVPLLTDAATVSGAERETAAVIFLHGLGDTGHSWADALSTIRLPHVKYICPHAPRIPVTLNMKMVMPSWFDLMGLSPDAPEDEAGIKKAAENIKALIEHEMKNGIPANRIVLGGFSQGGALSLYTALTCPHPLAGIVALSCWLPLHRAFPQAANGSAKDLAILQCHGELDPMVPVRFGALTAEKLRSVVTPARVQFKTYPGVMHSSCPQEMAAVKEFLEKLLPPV
# JMJD2C inh: blocks human GASC-1 demethylase activity. Q9H3R0. GST-JMJD2C(1-420) H3K9me3 demethylation, DELFIA europium. inhibition, % at 2.35 µM. hit rate 0.069% among 330,000;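 active = more than half of a compound's replicate wells show inhibition beyond 50%, single wells judged on their own value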;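 note: signal counts dimethyl H3K9 product captured on neutravidin plate; 0% = median of DMSO wells and 100% = 0.3 times that DMSO median; strong numbers were not always called active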
# Target sequence (Q9H3R0 1-420 limits assumed): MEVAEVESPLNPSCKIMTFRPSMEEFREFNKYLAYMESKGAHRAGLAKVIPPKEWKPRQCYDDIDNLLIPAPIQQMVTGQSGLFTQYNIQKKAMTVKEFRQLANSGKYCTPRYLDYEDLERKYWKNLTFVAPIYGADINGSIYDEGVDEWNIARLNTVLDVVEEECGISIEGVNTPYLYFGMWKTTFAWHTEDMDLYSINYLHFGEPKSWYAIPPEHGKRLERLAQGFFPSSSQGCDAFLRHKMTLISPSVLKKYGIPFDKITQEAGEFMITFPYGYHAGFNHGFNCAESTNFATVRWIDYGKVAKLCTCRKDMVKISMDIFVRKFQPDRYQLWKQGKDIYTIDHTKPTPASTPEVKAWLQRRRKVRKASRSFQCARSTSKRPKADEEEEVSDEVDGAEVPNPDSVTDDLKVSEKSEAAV
# HCV core dimer: blocks dimerization of HCV core protein | TR-FRET GST/Flag-core106 dimerization, 1536-well | inhibition, % at 5 µM | hit rate 0.33% among 300,000 | AID 1899;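 active = inhibition above the mean of all tested compounds plus 3 SD, set per screening campaign, cut at about 45% in these data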
#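 System: GST-tagged and Flag-tagged HCV core protein residues 1-106 / Input: core106 proteins, GST 13.5 nM and Flag 17 nM / Buffer or medium: KF-containing HEPES buffer, pH 7.45, DTT, CHAPS, BSA / Probe or stimulus: Eu-anti-GST and XL665-anti-Flag labelled anti-tag antibodies / Schedule: 4 h, 22.5 °C incubation / Technique: TR-FRET 671 and 617 nm emission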
# TPT1 inhibitor: C. albicans TPT1 enzyme inhibition | hit rate 0.81% among 300,000 | inhibition, % at 5 µM | recombinant caTPT1, FP RNA substrate dephosphorylation;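 active = inhibition above the mean of all tested compounds plus 3 SD, set per screening campaign, cut at about 24% in these data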;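 note: plate controls were DMSO alone for no effect and ferristatin control at 100 nM for full effect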
# PREPL inhibitor: human PREPL enzyme inhibition; inhibition, % at 5.96 µM; hit rate 0.68% among 320,000; recombinant PREPL, fluorescence polarization activity-based probe; Q4J6C6; AID 2751; in the data active = inhibition above about 43%;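 note: 0% = enzyme with DMSO and 100% = wells lacking enzyme; many of its hits are not listed in these tables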
# PP1 counter: PP1-alpha (human) inhibition in PP5 counter-screen. hit rate 0.9% among 320,000. purified PP1alpha, OMFP fluorescence. inhibition, % at 6.7 µM. AID 2235;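 active = inhibition above the mean inhibition of all tested compounds plus 3 SD, computed separately for each screening campaign, cut at about 15% in these data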
# Target sequence (P62136 whole entry, looked up): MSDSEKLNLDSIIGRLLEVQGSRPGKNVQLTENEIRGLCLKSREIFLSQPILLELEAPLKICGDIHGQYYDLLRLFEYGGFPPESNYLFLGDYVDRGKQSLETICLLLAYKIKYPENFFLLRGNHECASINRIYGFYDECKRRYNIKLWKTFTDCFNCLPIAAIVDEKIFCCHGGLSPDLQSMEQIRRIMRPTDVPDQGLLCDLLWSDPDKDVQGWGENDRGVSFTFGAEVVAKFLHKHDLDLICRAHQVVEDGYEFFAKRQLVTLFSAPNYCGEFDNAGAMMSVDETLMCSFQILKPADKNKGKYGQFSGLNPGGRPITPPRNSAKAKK
# CTSL1 counter: blocks F. hepatica cathepsin L1 in PFM18AAP counter-screen; inhibition, % at 5.96 µM; AID 1906; recombinant F. hepatica cathepsin L1, Z-Leu-Arg-MCA fluorescence; hit rate 0.49% among 300,000;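 active = inhibition above the mean of all tested compounds plus 3 SD, set per screening campaign, cut at about 17% in these data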;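 note: 0% = plate median of test compound wells and 100% = 1 µM Z-Phe-Ala-diazomethylketone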
# The depositor's hits bear a star; i = inactive; . = no result given; & = joins results of further samples.
SMILES,PP5 inh,Efflux pump inh,LYPLA2 inh,JMJD2C inh,HCV core dimer,TPT1 inhibitor,PREPL inhibitor,PP1 counter,CTSL1 counter
CCCOc1ccc(C(=O)NC(=S)Nc2nc3ccccc3s2)cc1,3.4,0.1,0,-17,-2,1,-4,-3,0
O=C(O)c1cc(-c2ccco2)nn1-c1cccc(Cl)c1,-3.4,-0.1,0,-4,11,29*,9,12,-6
Cc1oc2c(O)c(O)ccc2c(=O)c1-c1ccc(Cl)cc1,-1.8,-0.1,0,1,0,1,-6,-5,-3
COc1cccc(OC)c1C(=O)Nc1cc2c(cc1N1CCOCC1)n(C)c(=O)n2C,0.9,0.3,2,18,-3,-2,11,-3,-4
CCO/N=C(\C)c1c(O)cc(C(C)C)n(-c2ccccc2)c1=O,2.7,0.1,3,-5,-1,1,-3,2,-4
OCCCNc1nc(-c2ccccc2)c2cc(Br)ccc2n1,1.8,0.3,-7,-14,-5,3,11,-2,-1
CCOc1ccc(-c2n[nH]c(=S)n2/N=C/c2cc3c(cc2[N+](=O)[O-])OCO3)cc1,1.6,0.1,-4,5,6,1,4,1,0
O=C(Nc1ccccc1F)C1CCN(C(=O)NC2CCCCC2)CC1,3.5,-0.1,-2,8,0,0,7,2,0
O=C(Nc1nc2ccc(S(=O)(=O)N3CCCCC3)cc2s1)C1CCCO1 (stereo not given),-0.2,-0.2,0,6,1,0,1,-1,3
COc1ccc(C)cc1S(=O)(=O)N(C)CC(=O)NCc1ccco1,2.3,-0.2,8,2,13,-2,6,-2,-2
O=C(Nc1cc2c3c(c1)CC(=O)N3CCC2)c1ccccc1C(F)(F)F,2.7,0.0,2,-1,2,-5,6,2,0
O=C1NC(=S)N/C1=C/c1cccc([N+](=O)[O-])c1,0.7,0.0,-1,4,0,2,-5,4,0
COc1ccc(C2C(C(=O)Nc3cccc(C)n3)c3ccccc3C(=O)N2C)cc1 (stereo not given),0.9,0.1,4,0,-3,-2,-1,-2,-4
Cc1cccc(NC(=O)CSc2ccc(-c3ccc4c(c3)OCO4)nn2)c1C,-0.1,-0.1,5,-10,3,-1,-1,-3,-3
Cc1ccc(C(=O)Nc2cccc(C(F)(F)F)c2)cc1Nc1ncnc2nc[nH]c12,7.1,-0.2,-31,-123,12,-2,0,8,0
Cc1c(OC(C)C(=O)N2C[C@H]3C[C@@H](C2)c2cccc(=O)n2C3)ccc2c3c(c(=O)oc12)CCCC3 (stereo not given in full),0.7,-0.3,4,.,5,-3,7,8,-1
CCN(CC)CCCN1C=C2C(=O)C(C)(OC(=O)C3CCCC3)C(=O)C=C2C=C1c1ccsc1 (stereo not given),3.2,-0.2,9,-8,7,-1,43*,8,-4
O=C(N/C(=C/c1cccc([N+](=O)[O-])c1)C(=O)N1CCOCC1)c1ccc(Br)cc1,2.8,0.1,-1,-3,-9,1,8,-1,-2
CC(C)(C)c1ccc(/C=C/C(=O)N2CCc3ccccc3C2)cc1,3.4,0.1,-5,3,0,2,-14,5,-5
O=C(NN=C1CCCCCCC1)c1ccccn1,0.5,0.0,-5,-5,0,1,-7,-3,0
CNCc1cc2ccc(C)cc2[nH]c1=O,2.6,0.1,-11,-2,1,1,15,0,-6
CCN(C(=O)COC(=O)/C=C/c1cccc([N+](=O)[O-])c1)c1ccccc1,1.5,-0.2,4,-8,3,-1,25,-1,-6
COC(=O)C1CCCN1S(=O)(=O)c1ccccc1NC(=O)c1cc(OC)c(OC)c(OC)c1 (stereo not given),0.3,0.3,-2,-6,5,2,0,-3,1
O=C(CSc1nc2ccsc2c(=O)n1Cc1ccc(C(=O)O)cc1)NCc1ccco1,-2.3,-0.1,3,-12,9,0,-6,1,1
COc1ccc(CCNC(=O)[C@@H](NC(N)=O)C(C)C)cc1,0.4,0.3,0,14,4,-1,-3,0,2
CCC(C)n1c(NC(=O)c2ccccc2)c(C#N)c2nc3ccccc3nc21 (stereo not given),5.6,0.4,-11,-3,37,117*,1,5,2
O=C(CNC(=O)c1ccc(OC(F)F)cc1)NCC1(N2CCOCC2)CCCCC1,-1.5,0.1,-7,4,.,.,13,-2,.
CCOC(=O)Nc1nc(-c2ccccc2)c(C(=O)c2ccccc2)s1,5.2,0.0,-1,16,8,10,18,0,-3
CCOC(=O)N1CCN(C(=O)c2cnn(-c3ccccc3)c2NC(=O)c2ccccc2F)CC1,2.0,-0.1,2,13&1,-6,-1,1,0,-2
C1=C(c2ccco2)N2CCN=C2S1,-0.6,-0.2,0,-8,6,-2,4,-2,1
C=CCNC(=O)CCCCC(=O)NCC=C,1.3,-0.1,9,-5,3,-1,1,-2,-1
CC(C)(C)OC(=O)C(C)(C)O/N=C(\C(=O)O)c1csc(N)n1,0.7,0.0,-1,2,0,-1,-8,6,-3
CCN1CCCC1CNC(=O)C(=O)NCCc1ccc(OC)c(OC)c1 (stereo not given),0.1,-0.1,0,2,-2,-6,-6,-5,-2
COc1ccc(NC(=O)Cc2coc3cc(C)ccc23)cc1S(=O)(=O)N1CCOCC1,1.5,0.1,0,24,28,-1,40,2,-1
COc1cc(OC)c(OC)cc1CNCC1COc2ccccc2O1 (stereo not given),-0.8,0.0,-8,16,0,-3,9,3,-2
COc1ccccc1-c1nnc(SCC(=O)N2CCCCC2)o1,2.0,0.0,3,-2,-4,0,1,-4,0
CCOC(=O)N1CCN(c2ccccc2O)CC1,0.7,0.0,5,-2,-2,-4,-3,-3,-3
COc1ccc(CCNC(=O)C(NC(=O)OCc2ccccc2)C(C)C)cc1OC (stereo not given),-2.0,-0.1,-3,i,-5,-6,-6,-2,7
COc1ccccc1-c1cn(C(C)(C)C)nc1C,-0.2,0.1,3,7,-1,0,-1,-1,1
O=C(COc1ccc2ccc(=O)oc2c1)Nc1ccc(CCO)cc1,-1.1,-0.1,4,-5,0,-4,-9,-2,0
CC1CCC2(CC1)NC(=O)N(CC(=O)Nc1ccc3[nH]c(=O)[nH]c3c1)C2=O (stereo not given),-1.3,-0.2,3,8,0,1,-5,0,3
O=C(N=C1SC2CS(=O)(=O)CC2N1CCc1ccc(F)cc1)C1CCCCC1 (stereo not given),1.0,0.2,6,-5,-11,-5,-1,-2,-2
COc1ccccc1N1CCN(C(=O)CCc2ccc(S(=O)(=O)NC(C)C)cc2)CC1,0.7,0.0,3,9&-4,-2,-1,1,-2,2
COc1ccc(OCCCC(=O)NNC(=O)CCN2CCN(c3ccccc3)CC2)cc1,0.5,3.7,-2,0,-5,3,-4,-1,2
O=C(CCN1CCOCC1)NNC(=S)NC(=O)c1ccccc1,2.2,0.1,3,5,2,-4,13,-5,-2
CN1C(=O)C(CCC(N)=O)NC1=S (stereo not given),1.6,0.0,3,-43,-6,-1,12,2,-1
COc1cc(-n2c(C)nc3cc(C(=O)NCC4CCCO4)ccc32)cc(OC)c1OC (stereo not given),1.6,-0.3,0,9,-15,-1,9,-2,-1
Cc1ccccc1C(=O)Nc1ccnn1C1CCN(Cc2ccccn2)CC1,1.0,0.3,0,6,2,1,8,-5,3
O=C(/C=C/c1ccccc1Cl)Nc1ccc(Cl)cn1,-0.3,-0.3,0,.,14,-2,2,1,0
CCOc1ccccc1OCCN1CCC(Cc2ccccc2)CC1,1.7,0.1,17,0,5,-2,0,1,4
Cc1cccc(OCCC(=O)OCC(=O)N2CCc3ccccc32)c1,3.1,0.0,2,6,7,0,5,3,-12
CCOC(=O)Cn1c(=O)oc2cc(S(=O)(=O)Nc3c(C)cc(C)cc3C)ccc21,1.0,-0.2,0,.,0,7,-15,5,-3
COc1ccc(-c2nn(-c3ccccc3)cc2CO)cc1,3.0,0.1,-1,-6,-1,2,4,-2,-1
S=C(N/N=C/c1ccco1)NC1CC2CCC1C2 (stereo not given),1.7,0.4,5,-3,10,-2,-5,-3,-4
O=[N+]([O-])c1cccc(N2Cc3ccccc3C2)c1,-1.9,0.1,-2,-13,6,-15,17,-1,-10
O=C(CSc1nnc(Cc2ccccc2)o1)N1CCOCC1,0.2,0.0,2,11,2,-1,3,-1,0
O=C(Nc1nc(-c2ccccn2)cs1)c1cccc(S(=O)(=O)N2CCOCC2)c1,6.1,0.0,-2,-6,.,.,6,30*,.
COC(=O)C1=C(C)NC(C)=C(C(=O)OC)C1c1ccc(-c2cc(Cl)ccc2Cl)o1,-0.7,-0.1,-17,-20,-1,5,-5,3,7
Cc1ccc(S(=O)(=O)c2nc(NCCN(C)C)sc2Cl)cc1,0.1,-0.1,8,-8,2,-2,12,-2,2
COc1cc(C(=O)NC(C)C2CC3CCC2C3)cc(OC)c1OC (stereo not given),2.8,-0.1,1,12,-12,-5,9,1,1

# Ordered by value in PREPL inhibitor (lowest first): some entries from above
Structure | PP5 inh | Efflux pump inh | JMJD2C inh | HCV core dimer | TPT1 inhibitor | PREPL inhibitor
COc1ccc(OCCCC(=O)NNC(=O)CCN2CCN(c3ccccc3)CC2)cc1 | 0.5 | 3.7 | 0 | -5 | 3 | -4
O=C(/C=C/c1ccccc1Cl)Nc1ccc(Cl)cn1 | -0.3 | -0.3 | . | 14 | -2 | 2
O=[N+]([O-])c1cccc(N2Cc3ccccc3C2)c1 | -1.9 | 0.1 | -13 | 6 | -15 | 17

# Remaining list, next part
SMILES,PP5 inh,Efflux pump inh,LYPLA2 inh,JMJD2C inh,HCV core dimer,TPT1 inhibitor,PREPL inhibitor,PP1 counter,CTSL1 counter
Cc1ccc2[nH]c(=O)c(CN(CCO)C(=O)N(C)C)cc2c1,-1.9,-0.2,-1,10,-5,-1,-2,-5,7
CCOc1ccc(C(=O)C[n+]2ccccc2C)cc1,-2.3,0.0,4,-1,1,0,-5,1,-4
CC(C)(O[C@@H]1O[C@H](CO)[C@@H](O)[C@H](O)[C@H]1O)[C@H]1Cc2cc3ccc(=O)oc3cc2O1,2.3,0.0,5,1,5,-1,-1,-5,5
O=C(Cc1c(F)cccc1Cl)Nc1ccc(S(=O)(=O)N2CCCC2)cc1,3.5,0.1,-3,-3,13,-1,-2,-2,-6
N#CCCn1cc(C(=O)Nc2ccccc2Br)c(-c2cccs2)n1,1.5,0.1,0,-27,4,2,-3,-7,-6
CCCS(=O)(=O)N1CCC(C(=O)NCCc2ccccc2)CC1,-2.5,0.0,2,14,0,-3,7,-4,3
COC(=O)[C@H](Cc1ccccc1)NC(=O)NCc1ccccc1OC,-0.2,0.5,6,-14,-1,1,4,-3,-2
COCCNC(=O)/C(C#N)=C/c1cc(C(C)C)c(OC)cc1C,1.6,0.0,6,14,0,0,2,-4,6
Cc1ccc(OCCOCCN(C)C)c(Cl)c1,-0.2,-1.0,5,-4,-6,-1,-8,-3,5
CCOc1cc(CNCCCN2CCOCC2)cc(Cl)c1OCC(=O)NC(C)(C)C,-0.8,0.1,5,-5,5,-1,14,-5,5
CCCCc1nnc(NC(=O)C2=COCCO2)s1,1.1,1.2,-4,1,0,1,4,-2,-2
Cc1cc(C)n(S(=O)(=O)c2ccc3ccccc3c2)n1,2.5,0.1,-5,0,-1,0,-1,-1,1
CSc1nsc(NC(=O)Nc2ccccc2)n1,1.9,-0.1,-2,-3,1,-1,4,0,-3
Cn1c(N)c(C(=O)NCc2ccccc2)sc1=S,0.0,0.0,4,25,4,7,12,-2,2
Cn1c(=O)c2c(ncn2CC(O)CNc2ccc(Cl)cc2)n(C)c1=O (stereo not given),-0.1,-0.1,-3,12,3,2,12,-1,0

# Source: PubChem

# Some of the compounds tested. The share of hits here may be higher or lower than overall.
